PRC2 inh – blocks human EZH2/PRC2 H3K27 methylation; Q15910; DELFIA TRF, 1 h; inhibition, % at 12.5 µM; actives 0.35% (n = 57,000); AID 651548;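 active means mean inhibition of replicates at least 50% and every single replicate also reaching 50%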;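 further: dimethyl H3K27 on biotinylated H3 21-44 peptide detected by antibody; plate controls were median neutral control wells for no effect and median positive control wells for full effect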
IDH1 R132H inh – blocks human IDH1 R132H reductase activity. O75874. AID 624101. actives 0.18% (n = 70,000). inhibition, % at 10 µM. diaphorase/resazurin fluorescence, 60 min; in the data active means inhibition above about 34%;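 further: 0% = DMSO and 100% = no enzyme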
Target sequence (O75874 whole entry R132H): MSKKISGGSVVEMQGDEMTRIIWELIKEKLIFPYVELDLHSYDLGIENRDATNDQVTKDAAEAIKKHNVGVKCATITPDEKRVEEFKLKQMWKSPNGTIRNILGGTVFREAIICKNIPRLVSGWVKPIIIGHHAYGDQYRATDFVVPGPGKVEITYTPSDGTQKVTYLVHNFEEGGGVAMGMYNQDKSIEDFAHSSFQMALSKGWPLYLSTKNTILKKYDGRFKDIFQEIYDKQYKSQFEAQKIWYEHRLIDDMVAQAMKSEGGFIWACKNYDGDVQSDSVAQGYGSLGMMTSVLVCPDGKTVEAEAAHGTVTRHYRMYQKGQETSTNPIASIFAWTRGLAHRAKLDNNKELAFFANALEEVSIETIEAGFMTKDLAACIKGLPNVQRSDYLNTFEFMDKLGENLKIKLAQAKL
* = called active by the depositor; . = not tested or not shown. These rows are one share of the data; count on the stated rates, not on these rows.

SMILES | PRC2 inh | IDH1 R132H inh
CNC[C@@H]1Oc2ncc(-c3ccc(F)cc3)cc2C(=O)N([C@H](C)CO)C[C@@H]1C | -11 | 1.7
C[C@H](CO)N1C[C@H](C)[C@@H](CN(C)C(=O)c2cccnc2)Oc2cc(C#CC3CC3)ccc2S1(=O)=O | 4 | 42*
O=C(C[C@H]1CC[C@H](NS(=O)(=O)c2ccc(F)cc2)[C@@H](CO)O1)NCc1ccc(Cl)c(Cl)c1 | 1 | -0.4
C[C@H](CO)N1C[C@H](C)[C@H](CN(C)C(=O)Nc2ccc3c(c2)OCO3)Oc2ncc(C#Cc3ccc(F)cc3)cc2C1=O | . | -1.1
COc1ccc(-c2nn(C)c(=O)c3ccccc23)cc1CNC(=O)Nc1ccccc1 | . | 0.1
C[C@@H]1CN([C@H](C)CO)C(=O)c2cc(C3=CCCCC3)cnc2O[C@@H]1CN(C)Cc1ccc(C(=O)O)cc1 | 12 | -2.3
CC(C)NC(=O)N(C)C[C@H]1OCCCC[C@@H](C)Oc2ccc(NC(=O)NC3CCCCC3)cc2C(=O)N([C@H](C)CO)C[C@@H]1C | -4 | 5.5
Cc1ccc(S(=O)(=O)N[C@H]2CC[C@H](CCn3cc(C4CCCCC4)nn3)O[C@H]2CO)cc1 | -21 | -0.2
C[C@@H]1CN([C@H](C)CO)C(=O)c2cccc(NC(=O)NC3CCCCC3)c2O[C@H]1CN(C)CC1CCCCC1 | . | 0.3
COc1ccc(CNC(=O)c2cc3c(c(-c4cccc(-c5ccc(C#N)cc5)c4)n2)[C@@H](CCO)N([S@](=O)C(C)(C)C)C3)cc1 | -12 | 0.0

Part of the list above, as labelled records.
CC(C)NC(=O)N(C)C[C@H]1OCCCC[C@@H](C)Oc2ccc(NC(=O)NC3CCCCC3)cc2C(=O)N([C@H](C)CO)C[C@@H]1C
  PRC2 inh: -4
  IDH1 R132H inh: 5.5

Cc1ccc(S(=O)(=O)N[C@H]2CC[C@H](CCn3cc(C4CCCCC4)nn3)O[C@H]2CO)cc1
  PRC2 inh: -21
  IDH1 R132H inh: -0.2

C[C@@H]1CN([C@H](C)CO)C(=O)c2cccc(NC(=O)NC3CCCCC3)c2O[C@H]1CN(C)CC1CCCCC1
  PRC2 inh: .
  IDH1 R132H inh: 0.3

COc1ccc(CNC(=O)c2cc3c(c(-c4cccc(-c5ccc(C#N)cc5)c4)n2)[C@@H](CCO)N([S@](=O)C(C)(C)C)C3)cc1
  PRC2 inh: -12
  IDH1 R132H inh: 0.0

The list goes on:
SMILES | PRC2 inh | IDH1 R132H inh
C[C@H](CO)N1C[C@H](C)[C@@H](CN(C)S(=O)(=O)c2ccc(Cl)cc2)Oc2ccc(NC(=O)CCC(F)(F)F)cc2C1=O | -6 | 0.8
COc1ccccc1CN1C[C@@H](C)[C@@H](OC)CN(C)C(=O)c2cc(NC(C)=O)ccc2OC[C@H]1C | 6 | -0.2
O=C(N[C@H]1CC[C@H](CCNS(=O)(=O)c2ccccc2)O[C@@H]1CO)c1cnccn1 | -4 | 0.0
Cc1cccc(S(=O)(=O)N(C)C[C@@H]2OCc3cnnn3CCCC(=O)N([C@@H](C)CO)C[C@@H]2C)c1 | 1 | .
C[C@@H]1CN([C@H](C)CO)S(=O)(=O)c2ccc(Br)cc2O[C@H]1CN(C)C(=O)Nc1ccc(F)cc1 | 0 | .
COc1ccc(NC(=O)CSc2nnnn2-c2ccc(OC)cc2)cc1 | . | -0.1
COc1cc(NC(=O)CCN2CCN(C)CC2)cc(OC)c1 | -16 | -0.3
Cc1ccc(CNC(=O)c2cccc(Cn3cc(Cl)cn3)c2)cc1 | 8 | -0.6
COc1cc(S(C)=O)ccc1-c1nc2ccncc2[nH]1 (centres undefined) | . | -0.6
C[C@@H]1CN([C@H](C)CO)C(=O)CCCn2cc(nn2)CO[C@@H]1CN(C)C(=O)NC1CCCCC1 | -2 | 1.2
Cc1ccc(S(=O)(=O)NCC[C@H]2CC[C@H](NC(=O)CC3CC3)[C@@H](CO)O2)cc1 | 0 | 0.0
C[C@H]1CN([C@@H](C)CO)C(=O)Cc2cc(NS(=O)(=O)c3cn(C)cn3)ccc2O[C@@H]1CN(C)Cc1ccc2c(c1)OCO2 | . | -0.1
CC(=O)c1cc2ccccc2oc1=O | -8 | -0.3
C[C@H](NC(=O)C[C@H]1C=C[C@H](NC(=O)c2cccnc2)[C@@H](CO)O1)c1ccccc1 | 11 | 0.2
CO[C@@H]1CN(C)C(=O)c2cc(NC(=O)C3CC3)ccc2OC[C@@H](C)N(C(=O)c2ccccc2)C[C@@H]1C | 1 | 0.3
COc1ccc(S(=O)(=O)N[C@H]2C=C[C@@H](CC(=O)O)O[C@@H]2CO)cc1 | 2 | -0.1
C[C@@H]1CN([C@H](C)CO)C(=O)Cc2cc(NC(=O)NC3CCCCC3)ccc2O[C@@H]1CN(C)S(=O)(=O)c1ccc(F)cc1 | -4 | .
C[C@@H]1CN([C@@H](C)CO)C(=O)Cc2cc(NC(=O)Nc3ccc(C(F)(F)F)cc3)ccc2O[C@H]1CN(C)Cc1ccc(C(F)(F)F)cc1 | . | -2.6
CC(=O)N(C)C[C@H]1Oc2cc(-c3cccc(F)c3)ccc2S(=O)(=O)N([C@H](C)CO)C[C@@H]1C | 7 | -11
C[C@@H]1CN([C@@H](C)CO)C(=O)c2cccc(NC(=O)c3ccc(-c4nccs4)cc3)c2O[C@H]1CN(C)S(=O)(=O)c1ccc(F)cc1 | . | -8.3
C[C@@H]1CN([C@H](C)CO)C(=O)c2cc(C#Cc3cccnc3)cnc2O[C@H]1CN(C)Cc1ccccc1 | -13 | -0.6
C[C@H](CO)N1C[C@H](C)[C@H](CN(C)CC2CC2)Oc2c(NC(=O)C3CCOCC3)cccc2C1=O | 13 | 2.7
O=C(NC=Nc1cccnc1)c1cccc(COCC(F)(F)F)c1 | 3 | -1.0
C[C@@H]1CN([C@H](C)CO)C(=O)c2cc(C#CC3CCCCC3)cnc2O[C@H]1CN(C)C(=O)NC1CCCC1 | 0 | -4.2
C[C@@H]1CN([C@@H](C)CO)C(=O)c2cc(NC(=O)Cc3ccccc3)ccc2O[C@@H](C)CCCCO[C@H]1CN(C)Cc1ccncc1 | -3 | .
Cc1noc(C)c1NC(=O)Nc1ccc2c(c1)CC(=O)N([C@H](C)CO)C[C@H](C)[C@@H](CN(C)S(=O)(=O)c1ccccc1)O2 | . | -0.1
COc1ccc(CN(C)C[C@H]2OCCCC[C@H](C)Oc3ccc(NC(=O)Nc4cccc5ccccc45)cc3C(=O)N([C@H](C)CO)C[C@@H]2C)cc1 | . | 3.3
C[C@H](CO)N1C[C@H](C)[C@@H](CN(C)S(=O)(=O)c2ccccc2)Oc2ccc(NS(=O)(=O)c3ccc(Cl)cc3)cc2C1=O | . | 3.1
C[C@@H]1CN([C@@H](C)CO)C(=O)Cc2cc(NC(=O)Cn3cnnn3)ccc2O[C@H]1CN(C)S(=O)(=O)c1cn(C)cn1 | . | -3.9
COC(=O)c1ccc(NC(=O)CN(c2ccc(F)cc2)S(C)(=O)=O)cc1 | -4 | -0.1
O=C(NCCc1c[nH]c2ccccc12)NC1CCCCC1 | -11 | 0.3
CO[C@@H]1CC[C@H]2CCOc3c(C#N)cccc3C(=O)N(C)C[C@@H](C)C(=O)N(C)C[C@H]1O2 | 13 | -0.3
Cc1ccc(S(=O)(=O)N(C)C[C@@H]2OCc3cn(nn3)CCCC(=O)N([C@@H](C)CO)C[C@@H]2C)cc1 | 3 | -2.1
Cc1sc2c(c1C)-c1nc(SCC(=O)C(C)(C)C)ncc1S(=O)(=O)N2C | 17 | 0.9
CC(C)NC(=O)Nc1ccc2c(c1)CC(=O)N([C@H](C)CO)C[C@H](C)[C@@H](CN(C)Cc1ccncc1)O2 | . | 13
C[C@@H]1CN([C@@H](C)CO)C(=O)c2cc(-c3ccc(F)cc3)cnc2O[C@@H]1CN(C)C(=O)c1ccccc1F | 4 | -1.4
Cc1noc(C)c1NC(=O)Nc1ccc2c(c1)CC(=O)N([C@H](C)CO)C[C@@H](C)[C@H](CN(C)Cc1ccc(-c3ccccc3)cc1)O2 | . | 0.2
CN(C)CC(=O)Nc1ccc2c(c1)[C@H]1C[C@@H](CC(=O)NCc3ccccc3)O[C@@H](CO)[C@H]1O2 | -2 | 0.5
O=C1O[C@H](c2ccccc2)[C@H](c2ccccc2)N2[C@H]1[C@@H](C(=O)N1CCCCCCC1)[C@]1(C(=O)Nc3ccc(C#CC4=CCCCC4)cc31)[C@H]2c1ccc(O)cc1 | -4 | .
O=C(CCCCCC(=O)N/N=C/c1cccc(Br)c1)NO | 11 | .
CO[C@H]1CN(C)C(=O)c2ccc(NC(C)=O)cc2OC[C@H](C)N(C(=O)c2ccncc2)C[C@H]1C | 1 | -0.2
O=C1c2ccccc2C(=O)N1CCc1nc(-c2cccc([N+](=O)[O-])c2)no1 | 19 | 0.1
COc1ccc(NC(=O)Nc2ccc3c(c2)C(=O)N([C@@H](C)CO)C[C@H](C)[C@H](CN(C)Cc2ccc4c(c2)OCO4)OCCCC[C@@H](C)O3)cc1 | . | 0.6
C[C@H]1CN([C@@H](C)CO)C(=O)c2cc(/C=C/c3ccccc3)cnc2O[C@H]1CN(C)C(=O)C1CCCCC1 | -30 | .
Cc1ccc(S(=O)(=O)N(C)C[C@H]2OCc3ccccc3-c3c(n(C)c4ccccc34)C(=O)N([C@H](C)CO)C[C@H]2C)cc1 | -11 | -2.4
CO[C@@H]1CN(C)C(=O)c2ccc(NS(=O)(=O)CC(F)(F)F)cc2OC[C@H](C)N(C)C[C@H]1C | -1 | -0.2
C[C@@H]1CN([C@H](C)CO)C(=O)c2cc(-c3cncnc3)cnc2O[C@H]1CN(C)C(=O)c1ccccc1F | . | 0.1
O=C(C[C@H]1C[C@H]2c3cc(NC(=O)NC4CCCC4)ccc3O[C@H]2[C@@H](CO)O1)NCc1ccc(Oc2ccccc2)cc1 | -14 | 0.3
Cc1noc(C)c1S(=O)(=O)Nc1ccc2c(c1)C(=O)N([C@H](C)CO)C[C@H](C)[C@@H](CN(C)C(=O)Nc1cccc3ccccc13)OCCCC[C@@H](C)O2 | . | 0.6
C[C@H]1CN([C@@H](C)CO)C(=O)c2cc(NC(=O)Cn3cnnn3)ccc2O[C@H]1CN(C)S(=O)(=O)c1cccs1 | . | -0.9
(list continues)
SMILES | PRC2 inh | IDH1 R132H inh
COCC(=O)N(C)C[C@H]1Oc2ncc(C#C[C@@H](C)O)cc2C(=O)N([C@@H](C)CO)C[C@@H]1C | -8 | .
CCCC#Cc1cnc2c(c1)C(=O)N([C@H](C)CO)C[C@@H](C)[C@H](CN(C)C(=O)NC1CCCC1)O2 | 20 | 1.3
C#CCN(CC=C(C)C)[C@H](CO)c1ccccc1 | 0 | .
Cc1n[nH]c(C)c1SCC(=O)Nc1cccc(Br)c1 | -6 | 0.4
COc1ccc(CN(C)C[C@@H]2Oc3ccc(NC(=O)Nc4ccccc4)cc3C(=O)N([C@@H](C)CO)C[C@@H]2C)cc1 | . | 0.3
CNC[C@H]1Oc2c(NS(=O)(=O)c3cccs3)cccc2C(=O)N([C@H](C)CO)C[C@@H]1C | . | 2.2
CS(=O)(=O)Nc1ccc2c(c1)[C@H]1C[C@H](CC(=O)N3CCCCC3)O[C@H](CO)[C@H]1O2 | -4 | 1.2
CO[C@@H]1CN(C)C(=O)c2ccc(NC(=O)C3CCCC3)cc2OC[C@@H](C)N(C)C[C@H]1C | 6 | -0.1
Cc1ccc(S(=O)(=O)N(C)C[C@@H]2Oc3ccc(NC(=O)C4CC4)cc3C(=O)N([C@@H](C)CO)C[C@H]2C)cc1 | 5 | .
COc1ccc(NC(=O)N(C)C[C@H]2Oc3ncc(-c4ccc(C#N)cc4)cc3C(=O)N([C@H](C)CO)C[C@H]2C)cc1 | 0 | .

Four compounds picked at random from those above:
SMILES | PRC2 inh | IDH1 R132H inh
Cc1ccc(CNC(=O)c2cccc(Cn3cc(Cl)cn3)c2)cc1 | 8 | -0.6
CC(=O)N(C)C[C@H]1Oc2cc(-c3cccc(F)c3)ccc2S(=O)(=O)N([C@H](C)CO)C[C@@H]1C | 7 | -11
CNC[C@@H]1Oc2ncc(-c3ccc(F)cc3)cc2C(=O)N([C@H](C)CO)C[C@@H]1C | -11 | 1.7
Cc1ccc(S(=O)(=O)N(C)C[C@H]2OCc3ccccc3-c3c(n(C)c4ccccc34)C(=O)N([C@H](C)CO)C[C@H]2C)cc1 | -11 | -2.4

Next entries:
SMILES | PRC2 inh | IDH1 R132H inh
COc1ccc(-c2nc3ccccc3s2)cc1NC(=O)COc1ccc(Br)cc1 | 1 | 0.7
COc1cc(C)c(C)cc1S(=O)(=O)n1c(C)nc2ccccc21 | 5 | 0.4
C[C@H]1CN([C@@H](C)CO)C(=O)c2cc(-c3ccc(C(=O)N(C)C)cc3)cnc2O[C@@H]1CN(C)C(=O)c1cccnc1 | . | 0.4
C[C@@H]1CN([C@H](C)CO)C(=O)Cc2cc(NC(=O)CCN3CCOCC3)ccc2O[C@H]1CN(C)Cc1ccc(C(=O)Nc2ccccc2N)cc1 | -10 | 1.1
C[C@H](CO)N1C[C@H](C)[C@@H](CN(C)C(=O)CN(C)C)Oc2cc(C#CCC3CCCC3)ccc2S1(=O)=O | -20 | 1.9
Cc1ccc(S(=O)(=O)n2nc(-c3ccc(Cl)cc3)nc2NCc2ccco2)cc1 | 9 | -0.1
CCC(=O)N[C@H]1C=C[C@H](CC(=O)NCc2ccc(OC)cc2)O[C@@H]1CO | 4 | 0.3
CCOc1ccc2nc(SCC(=O)Nc3c(C)n(C)n(-c4ccccc4)c3=O)sc2c1 | . | 0.1
O=C(NCCN1CCOCC1)c1cc(-n2cnnc2)ccc1Cl | . | 1.5
O=C(NCc1ccco1)c1ccc2c(c1)C(=O)N(CC1CCCO1)C2=O (centres undefined) | 3 | -0.2
O=C(Nc1ccc(Cl)c(Cl)c1)N[C@H]1CC[C@H](CCn2cc(C3CC3)nn2)O[C@@H]1CO | -10 | -0.2
Cc1ccc(C(=O)C2C(=O)C(=O)N(CCN(C)C)C23C(=O)N(C)c2ccccc23)cc1 (centres undefined) | 1 | 1.4

Assay outcomes as filed in PubChem BioAssay.
